Hep lipid drop – inhibitors of hepatocyte lipid droplet formation, primary screen, imaging, high-throughput imaging, BODIPY stain | AML12 mouse hepatocytes, oleate lipid droplets | inhibition, % at 6.5 µM | hit rate 0.4% among 240,000;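 active = lipid droplet intensity inhibited by at least 50%, with more than 500 cells counted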
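Test system: AML12 hepatocytes (mouse); reagent: oleate loading, 100 µM; dosing: one dose, 6.5 µM compound; incubation: overnight exposure; signal: fluorescence imaging, 20x objective, two fields per well; read-out basis: % inhibition of corrected integrated BODIPY droplet signal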
Dynein transport – inhibitors of GR-EGFP nuclear translocation, primary screen, dynein cargo transport inhibitor project, imaging, high-content, 3617.4 mouse cells; z-score, hits read low; AID 1381, 2008; test concentration mostly 20 µM; stimulated with dexamethasone, 1 µM; active compounds read low; hit rate 0.47% among 220,000;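 active = plate z-score of nuclear minus cytoplasmic receptor signal below a set negative limit, without overly bright fluorescence or cell loss, cut at about -3.5 in these data, passing the limit was not always enough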;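 note: z-score of nuclear minus cytoplasmic ring GR-EGFP intensity difference per well; some compounds called inactive have numbers as strong as hits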
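Buffer or medium: tetracycline-free induction medium containing charcoal-stripped FBS / Reagent: dexamethasone agonist, 1.0 µM final, for 30 min / Technique: automated 10x imaging of fixed Hoechst-stained cells / Times: induction 48 h, compound 1 h, agonist 30 min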
MT stabilizer – microtubule stabilizers in HeLa cells, primary screen, imaging, high-content imaging; AID 2205, 2009; hit rate 0.83% among 200,000; HeLa tubulin immunostaining HCS, 24 h; share of cells brighter than vehicle mean+2SD; % tubulin-high responders, % at 10 µM;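 active = plate Z-score above 3 for both tubulin-high and condensed-nucleus cell shares, with cell loss under 80%, at 10 µM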;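 note: anti alpha tubulin signal scored within the nucleus-defined area of each cell; some results filed as inactive read as strong as hits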
Autophagy mod – autophagy modulators in MEF cells, primary screen, imaging, high-content, MEF GFP-LC3; calls only at 10 µM (by protocol); MEF GFP-LC3 puncta imaging; test concentration mostly 10 µM; hit rate 0.98% among 190,000;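 active = percentage of spot-positive cells more than 3 SD above its plate mean, without a fluorescence outlier flag or 80% toxicity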;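 note: spot-positive cell cutoff set from DMSO-treated cells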
Insulin prom up – insulin promoter activators in MIN6 cells, imaging, high-content screening, mouse beta cells; MIN6 insulin promoter-GFP reporter; active compounds read high; z-score at 5 µM; hit rate 0.3% among 190,000;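 active = z-score above 3 at 5 µM with at least 500 cells counted in the well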
b-catenin transl – modulators of beta-catenin nuclear translocation, primary screen, imaging, HeLa cells, immunofluorescence, high-content | nuclear translocation activity, % at 5 µM | hit rate 0.3% among 190,000;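 active = nuclear translocation activity above 50% at 5 µM, with a well cell count of 50 or more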;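 note: per-cell ratio of nuclear to cytoplasmic median beta-catenin stain intensity; plate controls were DMSO negative control for no effect and GSK-3 inhibitor IX positive control for full effect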
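Test system: human HeLa cells, endogenous beta-catenin. Times: 24 h compound exposure, 37°C. Measured by: beta-catenin immunofluorescence imaging with DAPI.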
XIAP antagonists – XIAP antagonists, biochemical, IAP family, fluorescence polarization (AID 1018); E3 ubiquitin-protein ligase XIAP (Homo sapiens); XIAP BIR domain, fluorescence polarization peptide displacement; higher % means a stronger effect; displacement, % at 20 µM, or IC50 in µM where a hit was titrated; hit rate 0.007% among 200,000; in the data active = displacement above about 50%; note: a part of the inactive calls stands beside numbers as strong as those of hits
ER stress rescue – rescue of cells from ER stress-induced death, primary screen, 384-well, CSM14.1, thapsigargin, ATP luminescence (AID 1222) | CSM14.1 thapsigargin-induced death rescue, ATP luminescence; higher % means a stronger effect | cellular ATP content (survival), % at 20 µM, or EC50 in µM where a hit was titrated | 190,000 tested, under 10 active;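 active = EC50 below 50 µM in the dose-response confirmation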;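 note: death triggered by thapsigargin at about 15 µM added after 2 h compound pretreatment; cell ATP read after overnight thapsigargin exposure of roughly 18 to 22 hours; normalized against plate controls of thapsigargin alone and 5% DMSO vehicle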
WT yeast gro inh – growth inhibition of WT strain, primary screen, mitochondrial fusion inhibitor project, WT and mutant strains, chemical genetic. inhibition, % at 10 µM. mitochondrial fusion phenotypic screen. AID 1362, 2008. hit rate 2.1% among 190,000; in the data active = inhibition above about 58%; tested in S. cerevisiae
WT yeast gro inh mutant strain – further read-out of WT yeast gro inh, marked with its call; inhibition, %; mitochondrial fusion phenotypic screen, mutant strain inhibition
Dynein transport cytoplasmic EGFP – recorded beside Dynein transport, whose call it bears; z-score; measured here: cytoplasmic GR-EGFP intensity; active compounds read high
Dynein transport nuclear GR-EGFP – further read-out of Dynein transport, marked with its call; z-score; measured here: nuclear GR-EGFP intensity;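 lower value marks the stronger effect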
Dynein transport cell count – second read-out of Dynein transport, no call of its own (marks repeat the call); z-score; measured here: cell count per field
Insulin prom up cell count – also measured in Insulin prom up; calls as there; cell count; measured here: cytotoxicity, nuclei count;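 total cells summed across four imaged fields per well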
Hep lipid drop cells 6.5 µM – second read-out of Hep lipid drop, no call of its own (marks repeat the call); cell count; measured here: cell count, cytotoxicity flag;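 cells counted across two imaged fields per well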
b-catenin transl cell count 5 µM – recorded beside b-catenin transl, whose call it bears; cell count; measured here: cell count, cytotoxicity flag
MT stabilizer Hoechst-high % – second read-out of MT stabilizer, no call of its own (marks repeat the call); % Hoechst-high responders; measured here: nuclear condensation Hoechst responders;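 share of cells brighter than vehicle mean plus two SD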
MT stabilizer cytotoxicity % – also measured in MT stabilizer; calls as there; toxicity, %; measured here: cytotoxicity by cell density;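 0% = mean cell density of plate MIN control wells and 100% = no cells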
Autophagy mod cell loss 18 h – recorded beside Autophagy mod, whose call it bears; toxicity, %; measured here: cell loss, nuclei count;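 cell loss after 18 h compound exposure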
Starred values were filed as active, the others as inactive; i = inactive; · = no result given.

SMILES	Hep lipid drop	Hep lipid drop cells 6.5 µM	Dynein transport	Dynein transport cytoplasmic EGFP	Dynein transport nuclear GR-EGFP	Dynein transport cell count	MT stabilizer	MT stabilizer Hoechst-high %	MT stabilizer cytotoxicity %	Autophagy mod	Autophagy mod cell loss 18 h	Insulin prom up	Insulin prom up cell count	b-catenin transl	b-catenin transl cell count 5 µM	XIAP antagonists	ER stress rescue	WT yeast gro inh	WT yeast gro inh mutant strain
O=C(NCc1cccs1)c1ccccc1[N+](=O)[O-]	8.1	659	-0.103	-0.264	0.0487	0.611	3.6	1.7	0.3	i	13.8	0.18	1325	-1.3	494	0.7%	-2.4%	-15.1	6.0
CN1/C(=C\C(=O)Nc2ccc(F)cc2)C(C)(C)c2ccccc21	-25.3	708	0.571	-0.236	0.605	-0.595	3.2	3.6	10.0	i	-2.5	-0.09	1534	-1.1	1100	-8.6%	-2.6%	73.9*	26.0*
Cc1cccc(-c2nc(=S)c3c(n2Cc2ccco2)CCCC3)c1	-9.9	785	0.196	-0.151	0.745	0.0731	2.4	1.6	5.9	i	-8.0	-0.53	1080	0.3	1083	-4.1%	4.2%	7.2	28.3
O=C(NNC(=S)Nc1ccccc1)c1ccc2ncccc2c1	7.8	652	-0.239	-0.337	-0.11	0.0105	2.3	3.0	6.0	i	0.4	-0.51	1658	-0.8	1007	-17.5%	-1.7%	-7.6	10.5
Cc1ccc(-c2cc(C(=O)Nc3nccs3)c3ccccc3n2)o1	-20.4	712	-1.61	0.307	-0.976	0.481	1.3	4.4	11.8	i	7.3	0.06	1217	1.7	501	-2.0%	-4.1%	25.0	14.6
O=C(Nc1ccc(C(=O)N2CCCC2)cc1)Nc1ccc(Cl)cc1Cl	-36.4	547	-0.348	-0.254	-0.112	0.26	5.7	2.1	7.7	i	8.5	-0.36	1524	2.0	1105	-10.9%	0.6%	-5.8	3.0
O=C(NC(NC(=S)Nc1c(Cl)cccc1Cl)C(Cl)(Cl)Cl)OCc1ccccc1 (stereo not drawn)	-5.1	700	-0.434	-0.218	-0.0714	1.09	2.0	1.7	4.1	i	-8.5	-0.04	1354	0.2	848	-4.9%	-1.3%	38.3	-8.3
O=C(c1ccccc1)N1CCCC(C(=O)N2CCc3ccccc3C2)C1 (stereo not drawn)	-15.7	737	-0.506	-0.199	0.058	0.508	1.4	1.2	3.9	i	-9.0	·	·	·	·	-3.3%	-1.2%	-4.3	5.6
CCOC(=O)c1ccccc1NC(=O)c1ccc(NS(C)(=O)=O)cc1	-2.8	753	-0.34	-0.3	-0.147	0.135	3.3	1.8	4.7	i	3.6	0.17	1001	0.1	999	4.0%	·	6.5	6.3
Cc1cccc(OCC(=O)NCC(=O)n2nc(C)cc2C)c1	14.6	779	-0.551	-0.321	-0.219	0.175	3.3	3.4	3.3	i	10.5	-0.35	1250	-6.4	1200	-5.0%	2.6%	12.5	13.4
COc1ccc2nc(C)cc(SCC(=O)N/N=C/c3c(OC)ccc4ccccc34)c2c1	-56.4	577	0.105	-0.229	0.312	0.17	1.6	1.8	2.8	i	19.9	-0.07	1100	1.5	883	-1.8%	-2.5%	-21.7	-0.4
CC(C)(C)C(=O)OCc1cn(-c2ccc(Cl)cc2)nn1	·	·	0.0231	-0.197	-0.181	0.0934	1.2	1.6	6.0	i	0.5	-0.39	1713	-0.4	1335	-3.2%	-2.0%	-9.0	-0.9
O=C(c1ccc([N+](=O)[O-])o1)N1CCc2ccccc2C1	0.9	668	-0.272	-0.543	0.062	-1.1	·	·	·	·	·	-0.42	1026	-0.1	1302	·	·	·	·
Cc1ccc(S(=O)(=O)N2CCOCC2)cc1NC(=O)COC(=O)CCC(=O)c1cccs1	·	·	-0.122	0.0305	-0.757	-0.336	2.5	1.6	5.6	i	-2.4	0.05	1554	1.2	1235	-7.5%	-0.2%	21.1	-28.7
COc1ccc(C(=O)Nc2cccc(N(C)S(C)(=O)=O)c2)cc1OC	3.1	748	1.53	-0.242	0.656	-0.653	6.7	2.1	5.5	i	6.0	-0.2	1219	1.6	991	-2.1%	-2.4%	4.3	3.6
CCN(CC)c1cc2nonc2c2nonc12	·	·	-0.676	-0.223	-0.125	1.32	4.8	1.4	4.0	i	9.4	0.23	1549	0.8	813	-4.4%	-0.2%	-6.8	10.9
C/C(CS(=O)(=O)c1ccc(Cl)c(Cl)c1)=N/NC(N)=S	-8.4	693	-0.972	-0.284	-0.915	1.6	2.8	1.5	8.9	i	-12.6	0.88	1389	0.2	1512	5.0%	-0.4%	6.3	-13.4
O=C(Nc1ccc(Oc2ncnc3cc(Cl)ccc23)nc1)c1cccs1	8.1	716	-0.666	-0.197	0.0948	0.623	·	·	·	·	·	-0.02	983	-1.5	1285	·	·	·	·
O=C(Cn1cnc2c(nnn2Cc2ccccc2)c1=O)N1CCCc2ccccc21	-15.5	700	-0.423	-0.226	0.041	0.628	3.0	2.5	9.3	i	8.3	0.3	1222	-3.5	1225	-0.6%	-0.5%	2.1	1.4
COc1ccc(N2CC(NC(=O)N3CCN(c4ccccc4)CC3)CC2=O)cc1 (stereo not drawn)	-23.3	718	0.98	-0.19	1.02	-1.01	6.3	2.1	7.7	i	-6.9	0.15	967	0.0	1061	-6.1%	-1.0%	-7.9	-2.6
Cc1cccc(NC(=O)c2ccc3nsnc3c2)c1C	4.5	741	-1.16	-0.333	-0.393	0.496	3.1	2.3	11.1	i	-2.4	0.2	1439	-0.8	1101	-3.6%	-0.9%	-3.5	-2.6
CC(C)CN(CCCNC(=O)CN1C(=O)COc2ccc(S(=O)(=O)N3CCCC3)cc21)CC(C)C	7.1	696	0.335	-0.237	0.518	0.19	2.2	1.5	7.3	i	-30.7	0.18	1236	1.0	1125	-12.6%	0.9%	3.9	0.7
CCSc1nc(-c2ccco2)ccc1C#N	7.4	765	2.13	-0.239	1.43	-0.596	5.8	1.5	19.0	i	2.4	-0.26	1305	0.5	1202	-5.6%	4.1%	-12.7	-20.1
c1ccc2c(c1)oc1c(NCCCN3CCOCC3)ncnc12	·	·	0.635	0.031	0.401	-0.00204	2.2	3.0	5.3	i	5.0	-0.07	1299	-3.5	905	-6.3%	-1.9%	-9.4	4.6
CCN(CC)C(=O)C(=O)c1cccn1-c1ccccc1C#N	-1.1	744	-0.309	-0.0481	0.274	1.44	1.0	1.4	7.0	i	-4.7	-0.73	1010	0.2	1200	-4.2%	1.0%	3.7	6.4

Overlap with the part before: two entries, then new ones.
SMILES	Hep lipid drop	Hep lipid drop cells 6.5 µM	Dynein transport	Dynein transport cytoplasmic EGFP	Dynein transport nuclear GR-EGFP	Dynein transport cell count	MT stabilizer	MT stabilizer Hoechst-high %	MT stabilizer cytotoxicity %	Autophagy mod	Autophagy mod cell loss 18 h	Insulin prom up	Insulin prom up cell count	b-catenin transl	b-catenin transl cell count 5 µM	XIAP antagonists	ER stress rescue	WT yeast gro inh	WT yeast gro inh mutant strain
c1ccc2c(c1)oc1c(NCCCN3CCOCC3)ncnc12	·	·	0.635	0.031	0.401	-0.00204	2.2	3.0	5.3	i	5.0	-0.07	1299	-3.5	905	-6.3%	-1.9%	-9.4	4.6
CCN(CC)C(=O)C(=O)c1cccn1-c1ccccc1C#N	-1.1	744	-0.309	-0.0481	0.274	1.44	1.0	1.4	7.0	i	-4.7	-0.73	1010	0.2	1200	-4.2%	1.0%	3.7	6.4
COc1ccc(-n2nc(C(=O)Nc3cc(OC)c(OC)c(OC)c3)c3ccccc3c2=O)c(OC)c1	-18.5	684	0.0754	-0.263	0.166	-0.304	3.3	1.8	4.8	i	-2.7	-0.06	1372	0.7	1078	2.8%	-6.7%	6.5	0.7
O=C(COC(=O)C1CC(=O)N(c2nc(-c3ccccc3)cs2)C1)c1ccccc1 (stereo not drawn)	11.6	768	-0.414	0.466	0.175	-1.16	1.8	1.6	6.5	i	27.7	1.25	943	-0.5	1096	-3.1%	1.0%	11.5	62.9
CCOC(=O)c1sc(C)c2c1NC(C)(c1cccc3ccccc13)NC2=O (stereo not drawn)	-30.6	758	2.91	-0.156	0.921	-1.14	1.7	1.2	12.8	i	4.0	0.43	825	·	·	-7.6%	0.9%	47.7	16.9
Cc1cc(C)c(S(=O)(=O)NCc2ccncc2)c(C)c1	-27.5	701	-0.778	0.0419	-0.273	0.483	0.9	1.6	3.6	i	4.2	·	·	7.1	891	0.7%	-2.6%	3.2	10.2
COCCNC(=O)C(c1ccc(O)cc1)N(C(=O)CCC(=O)Nc1nccs1)c1cccc(C)c1 (stereo not drawn)	0.1	764	-0.574	-0.318	-0.384	0.975	2.0	2.2	2.5	i	-3.0	-0.02	1315	-1.5	1124	0.8%	-0.5%	-1.1	6.6
Cc1nccc(-c2cccc(N/N=C(\C#N)C(=O)c3ccccc3)c2)n1	-5.9	604	0.593	-0.184	0.0786	-1.06	·	·	·	·	·	0.49	1346	0.4	1323	·	·	·	·
CCOc1cc(C(=O)NC(=S)Nn2cnnc2)cc(OCC)c1OCC	2.2	708	0.681	-0.278	0.609	-0.441	2.5	1.5	6.3	i	21.3	0.06	1298	-0.5	1056	-7.3%	-1.6%	-7.1	-6.7
O=C(CN1C(=O)COc2ccccc21)c1cccc(Cl)c1	·	·	-0.64	-0.224	0.00337	1.37	4.8	4.8	7.7	i	-0.4	-0.13	1185	1.0	1187	-2.3%	-0.8%	20.8	24.2
